Bioassay records deposited in PubChem by National Center for Advancing Translational Sciences (NCATS).
Sm TGR block: inhibitors of Schistosoma mansoni thioredoxin glutathione reductase; purified TGR, DTNB reduction, TNB absorbance 405 nm; Potency, µM (highest dose often 114 µM), for inactives: at the highest dose activity change, negative = inhibition, usual class: inhibitors; AID 485364; 360,000 compounds, 3% hits; Q962Y6; further: potency means the concentration at half of the fitted maximal effect; nearly all actives have a fitted effect of over 60% in size
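Kinetic colorimetric format: TGR-catalysed, NADPH-driven DTNB reduction monitored via TNB absorbance. Enzyme dispensed at 20 nM; compound exposure 15 min at room temperature before reaction start.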
HCV inh: HCV inhibition; Huh7.5.1 HCVcc-Cre infection, luciferase reporter, 44 h; 340,000 compounds, 3.4% hits; AID 651820; Potency, µM (highest dose often 41.8 µM), inactives show top-dose activity change, negative = inhibition, actives largely listed as inhibitors; further: potency means the concentration at half of the fitted maximal effect
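Luciferase read-out (15 sec integration) after a 15 min room-temperature substrate step quantifies HCVcc-Cre infection. Cells, 1,000 per well, had compound added 4 h post-plating, then virus at ~0.5 moi, and were cultured 44 h.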
AmpC inh detg: AmpC beta-lactamase inhibition with detergent present; P00811; AmpC hydrolysis of nitrocefin, absorbance 480 nm, 0.01% Triton; Potency, µM (titrated, usually from 114 µM), without a hit: top-dose activity change, negative = inhibition, actives largely listed as inhibitors; 370,000 compounds, 0.041% hits;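 further: potency means the concentration at half of the fitted maximal effect; 0% = no-compound wells and -100% = no-enzyme wells; nearly all actives have a fitted effect of over 25% in size; some results filed as inactive show a strong effect at the top dose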
Target sequence (P00811 whole entry, looked up): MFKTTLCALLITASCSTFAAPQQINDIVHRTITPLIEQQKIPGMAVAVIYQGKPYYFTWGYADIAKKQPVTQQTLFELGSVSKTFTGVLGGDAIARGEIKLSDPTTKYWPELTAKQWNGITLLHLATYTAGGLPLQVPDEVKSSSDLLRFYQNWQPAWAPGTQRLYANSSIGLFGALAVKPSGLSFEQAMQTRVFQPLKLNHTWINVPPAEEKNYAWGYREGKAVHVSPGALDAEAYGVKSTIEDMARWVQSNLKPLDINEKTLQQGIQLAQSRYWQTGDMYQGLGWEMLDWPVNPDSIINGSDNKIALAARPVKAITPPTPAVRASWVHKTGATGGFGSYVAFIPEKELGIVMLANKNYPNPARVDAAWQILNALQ
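20 mM phosphate pH 7.0 + 0.01% (detergent screen) or 0.0001% Triton X-100; 5.3 nM AmpC reagent; cpd preinc 15 min RT; nitrocefin (800 uM stock) to start; A480 q20 s × 4 min; Activity was normalised to no-enzyme and no-compound control wells.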
HCMV inh: inhibitors of human cytomegalovirus; HFF cells, HCMV-luciferase reporter, 72 h; active compounds read low; activity change, negative = inhibition, % at 57.5 µM; 410,000 compounds, 4.5% hits; in the data active means activity change below about -60%; inconclusive means no clear call, values can overlap the other calls; inactive means above about -39%
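Two-dose cell screen: HFF monolayers treated with compounds and infected with luciferase-expressing HCMV at 1 PFU/cell, 72 h at 37C, then lysed for luciferase measurement.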
AmpC inh no detg: AmpC beta-lactamase inhibition without detergent; P00811; AmpC nitrocefin hydrolysis, absorbance 480 nm, 0.0001% Triton; Potency, µM (doses to about 57.1 µM), for the others: at the top dose activity change, negative = inhibition, most hits filed as inhibitors; 330,000 compounds, 0.52% hits; AID 485341;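 further: potency means the concentration at half of the fitted maximal effect; plate controls were no compound for no effect and no enzyme for full effect; nearly all actives have a fitted effect of over 20% in size; some results filed as inactive show a strong effect at the top dose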
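20 mM phosphate pH 7.0 + 0.01% (detergent screen) or 0.0001% Triton X-100; 5.3 nM AmpC reagent; cpd preinc 15 min RT; nitrocefin (800 uM stock) to start; A480 q20 s × 4 min; Activity was normalised to no-enzyme and no-compound control wells.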
FBPA Giardia inh: inhibitors of Giardia lamblia fructose-1,6-bisphosphate aldolase; A8B2U2; purified Giardia FBPA; Potency, µM (doses to about 59.6 µM), for inactives: at the top dose activity, negative = inhibition, actives largely listed as inhibitors; 290,000 compounds, 0.71% hits; AID 2451; further: potency means the concentration at half of the fitted maximal effect; nearly all actives have a fitted effect of over 55% in size
Target sequence (A8B2U2 whole entry, looked up): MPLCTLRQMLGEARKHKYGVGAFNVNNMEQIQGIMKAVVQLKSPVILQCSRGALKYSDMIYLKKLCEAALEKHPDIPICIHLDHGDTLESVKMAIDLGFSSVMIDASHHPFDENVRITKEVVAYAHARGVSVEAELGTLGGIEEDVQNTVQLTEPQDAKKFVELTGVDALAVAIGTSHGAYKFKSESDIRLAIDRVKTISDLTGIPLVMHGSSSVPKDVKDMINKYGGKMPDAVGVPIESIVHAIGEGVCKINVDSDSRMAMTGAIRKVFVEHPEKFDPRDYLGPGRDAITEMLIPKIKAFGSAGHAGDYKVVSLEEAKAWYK
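40 nM FBPA preincubated 10 min at RT with compound (up to 57.5 uM final), then substrate plus GAPDH/TPI/NAD/arsenate coupling and diaphorase/resazurin added. Fluorescence read after 20 min at RT, 525/598 nm.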
Numbers without * were called inactive; ? = inconclusive; . = no result given; & = joins results of further samples; [ ] = remark or other dose. Unless noted, the call rests on the fitted dose curve; in most records, active means well fitted curve in the direction sought with a large enough effect; inconclusive means small, poorly fitted or top-dose-only effect, or another doubt; inactive means no such curve, though single readings can be large; an effect the other way counts as inactive or inconclusive. Unless noted, on the % scale 0 is the no-effect control and ±100 the full control effect. This is a random part of the collection (roughly 9.9% active in at least one column).

SMILES	Sm TGR block	HCV inh	AmpC inh detg	HCMV inh	AmpC inh no detg	FBPA Giardia inh
Cc1ccc(-c2nc(N)c3c(-c4ccc(C)cc4)nn(C(C)(C)C)c3n2)cc1	2%	?	0%	?	-14%	1%
CCN(CC)c1ccc(NC(=O)CCc2nnc3ccc(N4CCCCC4)nn23)c(C)c1	-25%	-7%	-7%	-15	101%[activator]	23%
Cc1ccc2nsnc2c1S(=O)(=O)Nc1ccccc1C(=O)O	-7%	17%	1%	-18	-15%	-10%
CC1CCN(c2nc3ccccc3nc2N2CCC(C)CC2)CC1	6%	.	-3%	.	.	5%
O=C(CSC1=Nc2ccccc2N=C(c2ccc(F)cc2)C1)NCc1ccccc1	1%	.	-7%	20	.	.
Cc1cccc[n+]1CC(=O)c1ccc(NC(=O)c2ccccc2)cc1	?	10%	?	-17	-14%	6%
O=C(O)C1CC(O)CN1c1nc(Cl)ccc1[N+](=O)[O-] (stereo not drawn)	7%	12%	0%	27	-14%	-15%
Cc1cccc(NC(=O)CSc2nnc(-c3ccc(S(=O)(=O)N4CCCC4)cc3)o2)c1	0%	20%	-20%	6	-29%	-13%
CCOc1ccc(N2CC(NC(=O)c3ccc(Cl)cc3)CC2=O)cc1 (stereo not drawn)	11%	.	0%	-7	.	.
Cc1ccc(CSCCNC(=O)c2ccc(NS(C)(=O)=O)cc2)cc1	26%	-25%	-2%	-10	-17%	-4%
COc1ccc(N2CCN(C(=O)c3cc4c(-c5ccc(Cl)cc5)nn(C)c4s3)CC2)cc1	4%	14%	-12%	38	-11%	-2%
NC(=O)c1ccccc1NC(=O)CN1c2ccccc2S(=O)(=O)c2ccccc21	-5%	.	23%	22	.	.
Cc1cc(C(=O)OCn2nnc3ccccc3c2=O)c(C)o1	3%	26%	-12%	-1	0%	3%
COc1ccccc1NC(=O)C1=C(C)Nc2nc(-c3cccs3)nn2C1c1cccnc1 (stereo not drawn)	0%	7%	?	15	-2%	5%
Cc1cc(S(=O)(=O)NCc2ccccc2)ccc1OCC(=O)NCC1CCCO1 (stereo not drawn)	.	-16%	-2%	36	22%	1%
CCOc1ccc(OCC(=O)OCC(=O)Nc2ccc3[nH]c(=O)[nH]c3c2)cc1	3%	6%	-2%	-13	-3%	.
CCOC(=O)C1CCN(C(=O)Cn2nc(C)n3c(cc4cc(C)ccc43)c2=O)CC1	-14%&2%	-10%	?	37&-9	5%	-12%
CC1CCN(CCCNC(=O)c2nn(C)c3c2CS(=O)(=O)c2ccccc2-3)CC1	-14%	5%	-5%	?	-13%	-11%
O=C(NCc1ccccc1Cl)c1ccncc1	-19%	?	?	2	0%	3%
O=C(O)CCCN=C1CCCc2ccccc2N1	11%	19%	0%	-19	-19%	3%
COc1nc(N/N=C/c2ccc(-c3cccc([N+](=O)[O-])c3)o2)nc(N2CCOCC2)n1	-12%	-2%	-8%	.	-20%	4%
CCOc1ccc(N(Cc2cc3ccc(C)cc3[nH]c2=O)C(=O)COC)cc1	4%	-8%	-11%	-1	29%	6%
O=C(Nc1ccon1)c1cc2ccccc2oc1=O	-9%	-2%	-8%	10	-35%	-8%
O=C(Nc1nc2ccccc2n1CCN1CCCCC1)c1ccc(Cl)cc1	-8%	.	?	.	-23%	5%
CCOc1ccc(S(=O)(=O)NCCC(=O)Nc2ccncc2)cc1	4%	2%	?	-25	-13%	.
CCOC(=O)C(C)Nc1ncnc2onc(C)c12 (stereo not drawn)	0%	.	-2%	12	.	.
CC(C)CC(C(=O)Nn1cnnc1)N1C(=O)c2ccccc2C1=O (stereo not drawn)	-31%	17%	-10%	18	-4%	-5%
Cc1c(NC(=O)c2cc3nc(-c4ccc(Cl)cc4)cc(C(F)(F)F)n3n2)c(=O)n(-c2ccccc2)n1C	3%	-6%	1%	-20	-24%	-2%
CCN1C(=O)N[C@@H](c2ccccc2)[C@H](C(C)=O)[C@H]1C	.	11%	.	5	.	9%[12.9 µM]
O=C1C=C(NCCOC23CC4CC(CC(C4)C2)C3)C2(CCCCC2)O1	7%	8%	4%	13	-11%	7%
CCn1nnnc1SCCSc1nnnn1CC	-1%	1%	?	-33	-7%	4%
CNC(=O)C1CCC(Cn2c(=O)c3sccc3n(Cc3ccccc3)c2=O)CC1 (stereo not drawn)	-1%	.	16%	6	.	.
O=S(=O)(c1ccc2ccccc2c1)N1CCN(C2Cc3ccccc3C2)CC1	1%	8%	?	-11	-7%	?
CCN(CC)C(=O)[C@H]1CC(CC(=O)NCCC2=CCCCC2)C(=O)N2CCc3c([nH]c4ccc(OC)cc34)[C@]12C (stereo partly drawn)	.	?	.	-9	140%[activator]	.
Nc1ccc(N2CCCCC2)c(S(=O)(=O)Nc2ccccc2Cl)c1	5%	1%	2%	?	-35%	16µM*
C=CCN1C(=O)C2(NC(=O)c3ccccc3N2)c2ccccc21 (stereo not drawn)	9%	-12%	0%	-26	-12%	2%
N#C/C(=C\c1ccc(N2CCOCC2)c([N+](=O)[O-])c1)c1nc2ccccc2[nH]1	-6%	?	?	33	-30%	-13%
O=C(CSc1nnc(NC(=O)c2ccc(F)cc2)s1)NCc1ccco1	-9%	-4%	-11%	72	-56%	.
C=CCn1cnc2c(c1=O)c1nc3ccccc3nc1n2/N=C/c1ccccn1	0%	.	-13%	-28	55%	1%
Cc1ccc(S(=O)(=O)N2CCC(C(=O)NCc3ccccc3CN3CCCC3)CC2)cc1C	-1%	?	-3%	8	71%[activator]	.
CC(OC(=O)c1cc2c(s1)CCCCC2)C(=O)NC(N)=O (stereo not drawn)	-2%	-12%	-9%	-33	-13%	5%
CCOC(=O)c1csc(NC(=O)CC2CCCC2)n1	0%	-2%	-11%	13	-23%[11.4 µM]	7%
Cc1nn2cc(-c3ncc(C(F)(F)F)cc3Cl)cnc2c1Br	0%	-19%	9%	26	-22%	-1%
Cc1ccc(S(=O)(=O)Cc2nc(-c3ccc(C(=O)NCc4ccccc4)cc3)oc2C)cc1	32µM*	.	-8%	16	.	.
O=C(Cn1ccc([N+](=O)[O-])n1)NCc1ccco1	7%	17%	?	-34	-18%	.
Cn1c(=O)c2c(nc(OCc3cccnc3)n2Cc2ccccc2)n(C)c1=O	-4%	-20%	-1%	-29	47%	28%
NC(=O)c1cc(S(=O)(=O)N2CCCCC2)cs1	-1%&-4%	1%	-8%&-5%	14&17	-13%	?
COc1cc(NC(=O)n2ncc3cc(Cl)ccc32)cc(OC)c1	-8%	-8%	-2%	-19	-6%	1%
CC1CCCCC1NC(=O)c1ccc(S(=O)(=O)NCc2ccco2)cc1 (stereo not drawn)	-11%	-6%	?	-30	-20%	-5%
Cc1cc(C)c2c3c(sc2n1)C(c1cccc(F)c1)C(C#N)=C(N)O3 (stereo not drawn)	4%	?	1%	?	-4%	-8%
New compounds follow.
SMILES	Sm TGR block	HCV inh	AmpC inh detg	HCMV inh	AmpC inh no detg	FBPA Giardia inh
CCN1CCN(C(=O)c2ccc(Sc3ccccc3Cl)c([N+](=O)[O-])c2)CC1	-12%	-12%	?	-11	158%[activator]	5%
CCOC(=O)C1CCN(C(=O)COC(=O)c2ccc3c(c2)C(=O)N(c2ccc(OCC)cc2)C3=O)CC1	3%	7%	-8%	6	70%[activator]	1%
Cc1ccc(Nc2c3c(nc4nncn24)CCC3)cc1	?	.	19%	0	.	.
Cc1ccc(S(=O)(=O)Oc2cccc(/C=N/Nc3ccc(C(=O)O)cc3)c2)cc1	6%	19%	4%	0	-57%	18µM*
COc1cc(S(=O)(=O)Nc2ncccc2C)c(OC)cc1Cl	1%	-2%	-11%	14	-19%	1%
CC(=O)Nc1ccc(S(=O)(=O)Nc2cccc(-c3cn4cccnc4n3)c2)cc1	-2%	-26%	1%	8	-36%	1%
N#CCCN1CCN(S(=O)(=O)c2ccc3c(c2)OCCCO3)CC1	-28%	12%	2%	60	4%	6%
O=C(N1CCCCC1)N1CCN(S(=O)(=O)c2ccccc2)CC1	-11%	0%	?	0	-4%	5%
CCOc1ccc(-n2ccnc(SCC(=O)Nc3cccc(OC)c3)c2=O)cc1	-33%	?	?	-21	-4%	.
Cc1ccc(SCCC(=O)OC(C)C(=O)Nc2ccccc2)cc1 (stereo not drawn)	7%	7%	-15%	-24	-22%	.
CCOc1ccc(NC(=O)C2CCCCN2S(=O)(=O)c2ccccc2)cc1 (stereo not drawn)	-11%	?	-2%	-3	-7%	-4%
Cc1cc(C)n2c(nc3ccccc32)c1C(=O)NCc1ccccc1	-1%	-17%	-4%	-14	-7%	11%
Cc1ccc2c(c1)c1c(c(=O)n(Cc3ccccc3)c(=O)n1Cc1cccc(C(F)(F)F)c1)n2C	3%	.	24%	34	.	.
CC(NS(=O)(=O)c1ccccc1)C1COc2ccccc2O1 (stereo not drawn)	0%	8%	2%	-15	-30%	-1%
CCOc1ccc(C(=O)Nc2c(C(=O)c3ccccc3)oc3ccccc23)cc1	1%	.	21%	?	.	.
O=C(c1ccco1)N1CCN(c2nc3ccccc3n3nnnc23)CC1	-24%	-3%	3%	-28	-12%	6%
CSc1nc(N)nc2c1ncn2CC(=O)N[C@H](CO)Cc1c[nH]c2ccccc12	.	13%	.	-5	-12%	.

By substructure: those above with two or more sulfur atoms.
SMILES	Sm TGR block	HCV inh	AmpC inh detg	HCMV inh	AmpC inh no detg	FBPA Giardia inh
Cc1ccc2nsnc2c1S(=O)(=O)Nc1ccccc1C(=O)O	-7%	17%	1%	-18	-15%	-10%
Cc1cccc(NC(=O)CSc2nnc(-c3ccc(S(=O)(=O)N4CCCC4)cc3)o2)c1	0%	20%	-20%	6	-29%	-13%
Cc1ccc(CSCCNC(=O)c2ccc(NS(C)(=O)=O)cc2)cc1	26%	-25%	-2%	-10	-17%	-4%
CCn1nnnc1SCCSc1nnnn1CC	-1%	1%	?	-33	-7%	4%
O=C(CSc1nnc(NC(=O)c2ccc(F)cc2)s1)NCc1ccco1	-9%	-4%	-11%	72	-56%	.
NC(=O)c1cc(S(=O)(=O)N2CCCCC2)cs1	-1%&-4%	1%	-8%&-5%	14&17	-13%	?
